Compound activity deposited in PubChem BioAssay by several laboratories.
CHT allo act: CHT positive allosteric modulators, primary screen, cell-based, membrane potential dye, choline EC20; CHT-expressing cells; stronger effect = higher value; LV-AA mutant CHT in HEK293 cells; B-score at 10 µM; actives 0.49% (n = 310,000);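 active = initial fluorescence not abnormally high and integrated response B-score, plate-corrected, over 3 SD above library mean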
Target sequence (Q9GZV3 whole entry, looked up): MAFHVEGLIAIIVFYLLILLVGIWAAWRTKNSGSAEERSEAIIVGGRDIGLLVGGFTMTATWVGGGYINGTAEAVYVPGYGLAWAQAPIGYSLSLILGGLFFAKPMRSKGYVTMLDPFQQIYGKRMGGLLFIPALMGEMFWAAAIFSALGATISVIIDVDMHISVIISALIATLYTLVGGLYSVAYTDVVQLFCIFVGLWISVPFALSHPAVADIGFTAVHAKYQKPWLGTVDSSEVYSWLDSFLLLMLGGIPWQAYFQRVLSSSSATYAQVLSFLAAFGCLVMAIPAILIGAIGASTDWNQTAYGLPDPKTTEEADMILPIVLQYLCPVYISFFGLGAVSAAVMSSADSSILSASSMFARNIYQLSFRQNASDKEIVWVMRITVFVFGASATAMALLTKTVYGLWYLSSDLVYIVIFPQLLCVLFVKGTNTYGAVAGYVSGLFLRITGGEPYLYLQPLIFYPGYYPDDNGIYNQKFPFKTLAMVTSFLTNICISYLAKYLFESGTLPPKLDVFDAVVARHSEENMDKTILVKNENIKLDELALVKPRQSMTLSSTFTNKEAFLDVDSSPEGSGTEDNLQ
OX1R antag: OX1R (HCRTR1) antagonists, primary screen, fluorescence, CHO/OX1R cells, Fluo-8 calcium, orexin A; inhibition, % at 5 µM; actives 0.43% (n = 330,000); Orexin/Hypocretin receptor type 1 (Homo sapiens), O43613; Fluo-8 calcium fluorescence;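 active = inhibition above its plate's threshold, mean inhibition of all tested compounds on the plate plus 3 SD, cut at about 37% in these data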;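 also: 0% = orexin A challenge wells and 100% = SB-334867-A antagonist wells; not every result past the cut was called active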
Target sequence (O43613 whole entry, looked up): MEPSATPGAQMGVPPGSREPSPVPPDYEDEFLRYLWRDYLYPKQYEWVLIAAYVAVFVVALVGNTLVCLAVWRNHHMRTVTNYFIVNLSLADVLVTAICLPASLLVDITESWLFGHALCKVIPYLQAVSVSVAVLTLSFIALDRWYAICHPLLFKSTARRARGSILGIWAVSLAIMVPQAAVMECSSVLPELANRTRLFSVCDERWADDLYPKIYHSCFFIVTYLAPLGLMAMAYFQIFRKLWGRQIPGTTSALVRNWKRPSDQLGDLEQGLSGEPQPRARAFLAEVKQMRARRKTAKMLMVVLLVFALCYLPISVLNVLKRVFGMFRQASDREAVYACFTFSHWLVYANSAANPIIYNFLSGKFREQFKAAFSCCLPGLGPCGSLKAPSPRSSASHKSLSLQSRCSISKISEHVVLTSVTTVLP
* marks the source's active call; other numbers are inactive results; i = inactive; / = no result given. No enrichment for hits; overall some 0.8% were active at least once.

The opening seven records (preview)
structure,CHT allo act,OX1R antag
CCC(C)(C)C1CCc2[nH]nc(C(=O)NCc3ccc(Cl)cc3)c2C1 (configuration not stated),i,-21
O=C(Cc1c(O)c2ccccc2[nH]c1=O)NCc1ccccc1,i,-3
O=S(=O)(Cc1ccccc1)N1CCCC(c2nc(-c3ccc(F)cc3)no2)C1 (configuration not stated),i,-26
CNC(=O)C1CC(=O)N(CCc2ccc(C)cc2)C1 (configuration not stated),i,-3
Cc1ccc(Cc2cnc(NC(=O)C3CCCO3)s2)cc1 (configuration not stated),i,-4
CC(C)(C)NC(=O)N1CCC(CO)(Cc2ccccc2Cl)CC1,i,-4
Cc1cc(C(=O)Nc2ccc(Cl)cc2)c(C)n1Cc1cccs1,i,-15

The listing, repeating the preview:
structure,CHT allo act,OX1R antag
CCC(C)(C)C1CCc2[nH]nc(C(=O)NCc3ccc(Cl)cc3)c2C1 (configuration not stated),i,-21
O=C(Cc1c(O)c2ccccc2[nH]c1=O)NCc1ccccc1,i,-3
O=S(=O)(Cc1ccccc1)N1CCCC(c2nc(-c3ccc(F)cc3)no2)C1 (configuration not stated),i,-26
CNC(=O)C1CC(=O)N(CCc2ccc(C)cc2)C1 (configuration not stated),i,-3
Cc1ccc(Cc2cnc(NC(=O)C3CCCO3)s2)cc1 (configuration not stated),i,-4
CC(C)(C)NC(=O)N1CCC(CO)(Cc2ccccc2Cl)CC1,i,-4
Cc1cc(C(=O)Nc2ccc(Cl)cc2)c(C)n1Cc1cccs1,i,-15
CCOc1ccccc1Nc1ncnc2ccc(Br)cc12,i,-31
Cc1cc(Nc2ccc(Br)cc2)n2nc(C)nc2n1,i,-10
Cc1ccc(S(=O)(=O)N2CCC(=O)N(C(CO)C(C)C)CC2)cc1 (configuration not stated),i,-8
O=C(COC(=O)CCC(=O)c1ccc2c(c1)OCCO2)NCc1ccc2c(c1)OCO2,i,-8
O=C(Nc1nnc(-c2ccc(F)cc2)s1)C1CCN(S(=O)(=O)c2ccc(Cl)cc2)CC1,i,-1
Cc1sc2nc(CN3CCCC3)nc(N3CCN(S(=O)(=O)c4cccs4)CC3)c2c1C,i,10
CCN(CC)S(=O)(=O)c1cccc(-c2nnc(SCCOc3ccc(Cl)cc3)o2)c1,i,-4
C/C(CC(=O)Nc1ccccc1C)=N\NC(=O)Cc1csc(N)n1,i,-5
CC1(C)Cc2ccccc2-c2nnc(SCC(=O)Nc3nc4ccccc4s3)n21,i,-22
Cc1ccc(C)c(OCc2cc(C(=O)N3CCN(c4cnccn4)CC3)no2)c1,i,/
CC(=O)N1CCN(CC(O)Cn2c3ccccc3c3ccccc32)CC1 (configuration not stated),i,-4
CCCNS(=O)(=O)c1ccc(C(=O)NCC2CCCO2)cc1 (configuration not stated),i,8
COC(=O)c1c(C)[nH]c(C(=O)COC(=O)c2c(C)noc2C)c1C,/,-21
COc1ccccc1NC(=O)C(=O)NCC1CCCN1S(=O)(=O)c1cccs1 (configuration not stated),i,-22
Cc1cc(=O)n(Cc2ccc(OC(C)C)cc2)c(=S)[nH]1,i,-20
O=c1[nH]c(/C=C\c2cccc(F)c2)nc(O)c1[N+](=O)[O-],i,-8
COc1ccc(N2CCN(S(=O)(=O)Cc3ccccc3)CC2)cc1,i,-6
C/C(=N\Nc1ccccn1)c1ccc2c(c1)OCO2,i,13
Cc1cccc2cc(COC(=O)C3CCCCC3)c(=O)[nH]c12,i,-10
Cc1cccc(CSc2nnc(N)n2-c2ccccc2)c1,i,-24
Cc1ccc2[nH]c(C(=O)N3CCC(C(N)=O)CC3)cc2c1,i,-13
Cc1cc(NC(=S)N(CCCN2CCN(C)CC2)Cc2ccco2)ccc1Cl,i,-16
CCn1c(SCC(=O)NNC(=O)Cc2ccccc2)nnc1-c1ccccc1,i,-5
Cc1cccc(OCC(=O)NCC(c2cccs2)N2CCOCC2)c1 (configuration not stated),i,-18
COc1ccc(N2CCN(Cc3cc(=O)oc4ccc(Cl)cc34)CC2)cc1,i,-11
COc1ccc(-c2nc(-c3cccnc3)no2)cc1OC,i,-4
NC(=O)c1cc([N+](=O)[O-])ccc1NCc1cnccn1,i,-4
O=C(NCCCNC(=O)c1cc(Cl)ccc1Cl)c1ccccn1,i,-4
CCOc1cc(C(=O)Nc2cc(C)on2)cc(OCC)c1OCC,i,-27
COc1ccccc1CNC(=O)C1CCCN1S(=O)(=O)c1cccc2cccnc12 (configuration not stated),i,-21
CC(C)CNC(=O)C1CCN(S(=O)(=O)c2ccc(-n3cnnn3)cc2)CC1,i,1
Cc1cc(C)c(S(=O)(=O)N2CCN(C(=O)CN3C(=O)NC4(CCCC4)C3=O)CC2)c(C)c1,i,0
O=C(O)c1ccc2oc(=O)c(S(=O)(=O)c3ccc(F)cc3)cc2c1,i,-19
COc1ccc(NCc2cc3ccccc3[nH]c2=O)cc1,i,-19
CC(=O)c1cccc(S(=O)(=O)N2CCn3cccc3C2C)c1 (configuration not stated),/,-13
CCN(CC)C(=O)[C@H]1CC(CC(=O)NCCCn2ccnc2)C(=O)N2CCc3c([nH]c4ccccc34)[C@]12C (some centres not stated),/,-9
COc1ccccc1CN=c1c([N+](=O)[O-])nn(-c2ccc3c(c2)OCCO3)n1O,i,-27
COc1cc(-c2noc(C)n2)cc(OC)c1OC,i,-5
CC(C)NC(=S)NNC(=O)C12CC3CC(CC(C3)C1)C2,i,-14
CCOC(=O)c1sc(NC(=O)/C=C/c2c(F)cccc2Cl)nc1C,i,-6
CCc1ccc(C(=O)Nc2nc(C)cs2)s1,i,-5
COCc1cc(C)nc(SCC(=O)Nc2ccc3c(c2)OCO3)c1C#N,i,-5
O=C(C[n+]1ccncc1)c1ccccc1,i,-23
Cc1cccc(-n2ncc3c(NCCN4CCOCC4)ncnc32)c1,i,-20
CCc1c(C)nc(N2CCN(Cc3ccccc3)CC2)[nH]c1=O,i,-7
COC(=O)[C@]1(C)N[C@H](CN(C)S(=O)(=O)c2ccc(-c3ccccc3)cc2)[C@@H]2C(=O)N(Cc3ccccc3)C(=O)[C@@H]21,/,-29
Cc1cc(NNC(=O)c2cccc(C(F)(F)F)c2)nc2c1c(C)nn2C,i,-4
CCc1ccc2c(CN3CCN(S(=O)(=O)c4ccccc4F)CC3)cc(=O)oc2c1,/,-26
O=C(Cc1ccccc1)Nc1c[nH]c(=O)[nH]c1=O,i,5
C=CCN(CC=C)CCOc1ccc2ccccc2c1,i,-32
O=C(C1=C[C@H](c2csc3ccccc23)C[C@H](OCc2ccc(CO)cc2)O1)N1CCN(Cc2ccccc2)CC1,i,-12
Cc1ccc(-n2c(N)c(C(=O)N3CCN(C)CC3)sc2=S)cc1,i,-9
O=C(O)C1CCC(CNCc2ccccc2Cl)CC1 (configuration not stated),i,-7

Remaining list, next part
structure,CHT allo act,OX1R antag
Cn1cccc1C(=O)NC1CCCCC1,i,-11
CSc1cccc(NC(=O)/C=C/c2cccc(Cl)c2)c1,i,-1
O=C(NCCN1C(=O)S/C(=C\c2cccnc2)C1=O)c1cc(S(=O)(=O)N2CCOCC2)ccc1F,i,-5
CCOC(=O)c1nn(-c2ccccc2C)c2nc(Nc3ccccc3)cc(=O)n12,i,-28
Cn1cnnc1SCC(=O)Nc1ccccc1Oc1ccccc1,i,-6
O=C(O)c1ccccc1C(=O)Nc1nccs1,i,-20
CN(CC(=O)Nc1ccccc1Cl)C(=O)COC(=O)c1ccc(Cl)nc1,i,-6
O=C(Nc1c(C(=O)N2CCC(N3CCCCC3)CC2)oc2ccccc12)c1ccc(F)cc1,i,-22
Cc1nc(-c2ccc(S(=O)(=O)N3CCCCCC3)cc2)cs1,i,-24
Cc1sc2ncn(CCn3cnc4sc(C)c(C)c4c3=O)c(=O)c2c1C,i,-14
CCn1c(CSc2nc3ccccc3s2)nnc1SCC(=O)c1ccc(O)c(O)c1,i,-5
COc1cc(/C=N/c2oc(C)c(C)c2C#N)cc(Br)c1O,i,2
CCCCNC(=O)O[C@@H]1C[C@@H]2CCN3C(=O)CCC[C@H]([C@H]1CC)[C@H]23,i,-30
CCOC(=O)/C(=C\C=C\N1CCOCC1)C(C)=O,i,-9
CC(C)(C)n1nnnc1C(c1cccs1)N1CCN(Cc2ccc3c(c2)OCO3)CC1 (configuration not stated),i,-34
CCOC(=O)CSc1nnc(CNC(=O)c2cccs2)n1Cc1ccccc1,i,-22
O=C(O)c1cccc2c1C(=O)N(Cc1ccccc1)C2,i,5
O=C(NNC(=O)c1ccccc1Br)c1cnccn1,/,-7
CC(=O)c1ccc(N2CCN(CC(=O)Nc3ccccc3C(=O)NC3CC3)CC2)c(F)c1,/,-24
Cc1cc(NC(=O)C2=C(O)c3ccccc3S(=O)(=O)N2C)no1,i,-6
Cc1ccc(C(=O)NCC(=O)N/N=C/c2cccs2)cc1[N+](=O)[O-],i,-8
O=C(CSc1nc(C2CC2)nc2ccccc12)N1CCCCC1,i,-37
Cc1cc(NC(=O)c2ccccc2F)cc(C)c1OCC(=O)N1CCOCC1,i,-9
Cc1ccc2c(c1)CCCN2C(=O)Nc1ccc2c(c1)OCO2,i,-2
CCOc1ccc(NC(=O)CN2CCN(CC(=O)c3ccc(OC)c(OC)c3)CC2)cc1,i,-22
ClCC1CSC(=NC23CC4CC(CC(C4)C2)C3)O1 (configuration not stated),i,-16
c1ccc2sc(NN=C3CCCC3)nc2c1,i,0
CC1CCC(NC(=O)CN(C)CC(=O)Nc2ccc(F)cc2)CC1 (configuration not stated),/,-14
COc1c(Br)cc(Br)cc1/C=N/n1c(C)nnc1C,i,-17
Cc1ccc(-c2c(C)sc3nc[nH]c(=O)c23)cc1C,i,-1
O=P(O)(c1ccccc1)c1ccccc1O,i,-2
O=C(Nn1cnnc1)c1cc2c(s1)CCCCC2,i,-5
CCN(CC)CC(=O)Nc1sc2c(c1C(=O)c1ccccc1OC)CCC2,i,-17
COc1ccc(C2/C(=C(/O)c3ccc(Br)cc3)C(=O)C(=O)N2C)cc1OC (configuration not stated),i,-23
Cc1ccc2nc(N/N=C\c3ccc([N+](=O)[O-])o3)nc(-c3ccccc3)c2c1,i,-12
CC1Cc2ccccc2N1CC(=O)NC(=O)NC(C)(C)C (configuration not stated),i,-29
COc1cccc(NC(=O)CSCc2cc(=O)n3ccsc3n2)c1,i,-1
O=C(Nc1cccnc1)c1sc(Nc2ccccc2)nc1-c1ccccc1,i,-32
Cc1cc(NC(=O)CSc2nc(N)c(NC(=O)c3ccccc3)c(=O)[nH]2)no1,i,-4
C/C(CC(=O)NCc1ccccc1)=N\NC(=O)c1cnccn1,i,-6
NC(=O)c1cc(C(=O)Cc2ccc(Cl)cc2)c[nH]1,i,-7
CCOC(=O)c1sc(=S)n(-c2ccc(OC)cc2)c1C,i,-12
CCCCC(=O)Nc1ccc(NC(=S)NC(=O)c2cccs2)cc1OC,i,-34
Cc1ccc(NC(=O)CSc2nc3nc(C)cc(C)c3c(=O)[nH]2)cc1,i,-31
COc1ccc(N2CCN(C(=O)CNC(=O)c3cccs3)CC2)cc1,i,-1
CS(=O)(=O)N1CC(C(=O)NC2CCCC2)Oc2ccc(Cl)cc21 (configuration not stated),i,-29
O=C(Cn1ncc2c(=O)oc3ccccc3c21)NCc1cccnc1,i,-4
CCCCc1ccc(NC(=O)CSC2=NN3CCCC(=O)N=C3S2)cc1,i,-11
CCCn1nc(C(=O)NCC2COc3ccccc3O2)c2ccccc2c1=O (configuration not stated),/,-18
CN(CCc1ccccc1)C(=O)c1ccc(NC(=O)Cc2ccc([N+](=O)[O-])cc2)cc1,/,27
Oc1ccc(/C=N/N(c2ccccc2)c2ccccc2)cc1O,i,-20
CN(Cc1nccn1C)C(=O)CC1C(=O)NCCN1Cc1cccc(Oc2ccccc2)c1 (configuration not stated),i,-31
O=c1[nH]cnc(O)c1C(c1ccc([N+](=O)[O-])cc1)c1c(O)nc[nH]c1=O,i,9
CCO/C(C)=C1\N=C(c2ccc(Cl)cc2)OC1=O,i,-23
COc1c(F)c(F)c(C(=O)Nc2ccccc2N2CCN(C(C)=O)CC2)c(F)c1F,i,-29
CCn1c(O)c(C=NCCN2CCOCC2)sc1=S,i,-5
COC(=O)c1sc(NC(=O)c2oc3ccccc3c2C)nc1C,i,2
COc1ccc(-c2csc(NC(=O)CN3C(=O)C4CCCCC4C3=O)n2)cc1OC (configuration not stated),i,-16
O=C(CSc1ncc(C(F)(F)F)cc1Cl)N1CCN(S(=O)(=O)c2ccccc2)CC1,i,-31
Cc1ccc(F)c(NC(=O)C2CCCCC2C(=O)O)c1 (configuration not stated),i,-5

Next part
structure,CHT allo act,OX1R antag
CCc1nnc(N2C(=O)c3ccc(Oc4ccc([N+](=O)[O-])cc4)cc3C2=O)s1,i,-28
COc1cc(C(=O)Nc2cccc(S(=O)(=O)N3CCCC3)c2)c([N+](=O)[O-])cc1OC,i,-39
C[N+]1=C2CCCCCN2C(O)(c2ccccc2)C1 (configuration not stated),i,1
OCCC1CN(CC#Cc2ccccc2)CCN1C1CCCC1 (configuration not stated),i,-17
COc1ccc(OC)c(NC(=S)N2CCN(C/C=C/c3ccccc3)CC2)c1,i,-19
